# Exocytosis inh: LAMP-1 surface exposure blockers, TALL-104 cells – cell-based, flow cytometry, MLPCN library, primary screen; hit rate 0.66% among 360,000; inhibition, % at 10 µM; AID 651702, 2012; TALL-104 LAMP-1 surface exposure; cells stimulated with thapsigargin and PMA;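 active = inhibition above about 55%, limit read from the data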
# aDG glyco act: activators of alpha-DG glycosylation, primary screen, uHTS, Pro5-aDG cells, AlphaScreen. activation, % at 10 µM. alpha-DG glycosylation AlphaScreen (IIH6); 0% Pro5, 100% B10-LARGE cell signal. AID 624168, 2012. hit rate 0.22% among 360,000;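 active = activation of at least 8% versus controls, or a plate z-score of at least 8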;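 note: Pro5 are CHO cells carrying HIG-tagged alpha-DG that lacks glycosylation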
# MC4R antag cAMP: MC4R antagonists of cAMP signaling, primary screen, cell-based, TR-FRET, antagonist arm of biased-ligand search. Melanocortin receptor 4 (Homo sapiens), P32245. MC4R-expressing cells, MTII-stimulated cAMP, LANCE TR-FRET. inhibition, % at 6.5 µM. hit rate 0.48% among 360,000. AID 540295, 2011;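 active = inhibition above its plate's cutoff, the mean of tested wells on that plate plus 3 SD, cut at about 29% in these data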;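 note: 0% = Melanotan II alone and 100% = Melanotan II plus saturating MCL0020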
#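 Material: U2OS-MC4R stable cell line | Reagent: Melanotan II challenge after compound preincubation | Doses: One concentration, 6.5 µM nominal | Incubation: 30-min compound preincubation, 1-h Melanotan II challenge, 1-h detection, room temperature | Signal: TR-FRET cAMP assay | Replicates: One well per compound, no replicates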
# TLR9-MyD88 block: inhibitors of TLR9-MyD88 association in cells, primary screen, cell-based, CHO, BLA complementation, fluorescence | inhibition, % at 4.98 µM | hit rate 0.21% among 340,000 | CCF4 FRET ratio | Toll-like receptor 9 (Homo sapiens) + Myeloid differentiation primary response protein … | AID 504734, 2011;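 active = inhibition above the mean over all tested compounds plus 3 SD, cut at about 21% in these data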;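 note: 0% = DMSO only wells and 100% = clavulanate BLA inhibitor control wells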
# ABHD5-PLIN5 inh: ABHD5-PLIN5 interaction inhibitors, primary screen, cell lysate, split luciferase complementation, luminescence; hit rate 0.78% among 360,000; inhibition, % at 4 µM; Split G. princeps luciferase complementation, 4 h; AID 602281, 2012; Perilipin-5 (Homo sapiens) + 1-acylglycerol-3-phosphate O-acyltransferase ABHD5 (Homo …;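 active = inhibition above the mean inhibition across every tested compound plus 3 SD, cut at about 22% in these data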;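 note: 0% = DMSO only wells and the 100% control is not disclosed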
# Target sequence (Q00G26 whole entry, looked up): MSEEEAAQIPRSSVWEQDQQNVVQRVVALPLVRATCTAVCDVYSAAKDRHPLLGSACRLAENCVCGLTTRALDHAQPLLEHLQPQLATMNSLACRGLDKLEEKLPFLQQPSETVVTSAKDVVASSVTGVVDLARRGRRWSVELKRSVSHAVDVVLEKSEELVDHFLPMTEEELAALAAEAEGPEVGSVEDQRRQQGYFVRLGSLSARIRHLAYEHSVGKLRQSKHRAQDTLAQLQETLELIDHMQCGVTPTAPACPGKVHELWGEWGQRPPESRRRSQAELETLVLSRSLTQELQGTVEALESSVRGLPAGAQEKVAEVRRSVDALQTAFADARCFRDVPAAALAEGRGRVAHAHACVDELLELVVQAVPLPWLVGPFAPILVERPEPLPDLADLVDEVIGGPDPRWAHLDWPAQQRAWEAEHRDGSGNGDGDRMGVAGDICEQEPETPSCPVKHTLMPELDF
# Target sequence (Q8WTS1 whole entry, looked up): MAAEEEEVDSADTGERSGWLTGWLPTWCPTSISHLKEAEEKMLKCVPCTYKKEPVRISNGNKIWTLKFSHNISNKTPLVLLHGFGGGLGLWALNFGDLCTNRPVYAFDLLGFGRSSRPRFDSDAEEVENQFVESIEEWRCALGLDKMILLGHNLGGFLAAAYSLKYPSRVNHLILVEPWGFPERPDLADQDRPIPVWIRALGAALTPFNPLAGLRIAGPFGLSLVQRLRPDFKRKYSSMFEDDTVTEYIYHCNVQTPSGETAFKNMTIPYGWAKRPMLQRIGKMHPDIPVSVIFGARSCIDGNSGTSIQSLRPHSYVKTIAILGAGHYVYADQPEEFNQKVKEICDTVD
# N-glyco inh: increase of ERlucT glycosylation luciferase signal, primary screen, N-linked glycosylation inhibitor project, D54 ERlucT cells, luminescence, set 2. AID 588692, 2011. D54 ERlucT glycosylation luciferase reporter, 24 h; percent of 100 nM tunicamycin response. hit rate 0.23% among 360,000. reporter increase, % at 12.5 µM;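 active = mean luciferase reporter signal, scaled so untreated is 0 and the glycosylation-blocking control 100, at or above a set limit in every replicate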;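 note: luciferase carries N-glycosylation sites so blocking glycosylation raises the light; 0% = median of neutral control wells and 100% = median of 100 nM tunicamycin wells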
# Vif imaging: HIV Vif self-association inhibitors, primary screen, imaging, HEK293T, single point; HEK293T cells, Vif self-association by quenched fluorescence, 24 h; inhibition, % at 7.49 µM; hit rate 0.35% among 340,000; AID 602346, 2012; in the data active = inhibition above about 50%, passing the limit was not always enough; note: some results filed as inactive read as strong as hits
# MC4R barr agon: MC4R agonists recruiting beta-arrestin, primary screen, cell-based, luminescence, agonist arm of biased-ligand search; Melanocortin receptor 4 (Homo sapiens), P32245; U2OS MC4R beta-arrestin complementation; percent of melanotan II response, DMSO zero; activation, % at 8.9 µM; hit rate 0.98% among 360,000; AID 540308, 2011;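 active = activation above a per-plate cutoff, the mean activation of sample wells on that plate plus 3 SD, cut at about 8% in these data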
# NOD2-RIPK2 inh: NOD2-RIPK2 binding disruptors in cells, primary screen, fluorescence, CHO cells, BLA complementation | inhibition, % at 4.98 µM | CCF4 ratio | hit rate 0.38% among 360,000; in the data active = inhibition above about 21%;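 note: 0% = vehicle only and 100% = reference blocker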
# ABCB6 inh MLPCN: ABCB6 transporter inhibitors, primary screen, K562-ABCB6 cells, flow cytometry, MLPCN library | hit rate 0.19% among 360,000 | fluorescence ratio to DMSO, % at 10 µM | K562-ABCB6 porphyrin accumulation, 1 h; active compounds read low | ATP-binding cassette sub-family B member 6 (Homo sapiens), Q9NP58;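 active = fluorescence ratio to DMSO below 75%, the collection mean minus 3 SD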;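 note: signal is porphyrin accumulated inside mitochondria; 100% equals median channel fluorescence of DMSO control wells; lower ratio means ABCB6 inhibition with less porphyrin fluorescence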
# * = called active by the depositor; . = no result given. Some of the compounds tested; rates above refer to the full screens.
SMILES,Exocytosis inh,aDG glyco act,MC4R antag cAMP,TLR9-MyD88 block,ABHD5-PLIN5 inh,N-glyco inh,Vif imaging,MC4R barr agon,NOD2-RIPK2 inh,ABCB6 inh MLPCN
OC(COc1ccc(F)cc1Cl)CN1CCc2ccccc2C1 (configuration not stated),-7,0.1,19,0,5,3,-1,-0.2,-16,100
O=C(O)C1C2CCC(C2)C1C(=O)NCCCn1ccnc1 (configuration not stated),-1,0.0,-4,11,2,1,-2,-0.2,-8,96
CCC1CC(C(=O)Nc2ccccc2)C(=O)O1 (configuration not stated),-5,0.1,11,-13,-1,0,-3,-1.2,5,96
Cc1ccc(-n2nc(C(=O)NN)c(C)c(C#N)c2=O)cc1Cl,-6,-0.2,2,0,0,1,.,-1.0,-2,98
Nc1nc(SCc2ccccn2)c2ncn(C3OC(CO)C(O)C3O)c2n1 (configuration not stated),1,0.0,2,-2,2,2,-9,-3.1,1,97
COc1ccc(C(C)(C)C)cc1NC(=O)CCCn1c(=O)oc2ccccc21,-7,0.0,11,1,-1,-2,-1,-0.2,-4,98
COc1ccc(CC(=O)Nc2ccc(C(C)=O)cc2)cc1,-1,-0.1,-2,-5,-2,1,0,1.3,-7,127
Cn1c(-c2cccc(OCc3ccccc3)c2)nc2c1c(=O)[nH]c(=O)n2Cc1ccccc1,-3,-0.2,2,-4,-3,2,4,-1.5,-9,109
Cc1ccc(-c2nc(N3CCOCC3)sc2C(=O)N2CCOCC2)cc1,-11,-0.1,1,-5,0,3,11,0.4,2,96
O=C(c1ccco1)N1CCCC(c2nc3c(nnn3Cc3c(Cl)cccc3Cl)c(=O)[nH]2)C1 (configuration not stated),-7,0.0,-32,0,-7,3,-1,0.1,-6,94
Clc1ccc2c(SCC3CO3)c3ccccc3nc2c1 (configuration not stated),14,1.0,16,-7,-17,-2,-9,5.0,-15,99
CCn1c2ccccc2c2nc3cc(OC)c(OC)cc3nc21,22,3.1,-24,7,-7,1,-22,-0.7,-2,89
Cc1ccc(NC(=O)c2ccc(OC(F)F)cc2)cc1S(=O)(=O)N(C)C,5,0.3,14,1,0,-7,-15,-0.4,-5,98
NS(=O)(=O)c1ccc(CNC(=O)Cc2c(F)cccc2Cl)cc1,-3,0.9,9,4,-11,-1,22,-0.8,4,98
CCOC(=O)c1ccc2[nH]c3ccccc3c2c1,1,0.0,-1,12,-9,-1,5,-1.4,-3,101
COc1ccc(NC(=O)c2cc(-c3ccco3)on2)cc1OC,-3,0.1,0,-8,-4,-2,13,-1.2,4,97
Cc1cc(C)n(C(=O)CSc2ccc(Cl)cc2)n1,-4,-0.1,6,-1,-2,0,14,-0.1,-3,93
CC(C)OC(=O)n1c(=S)oc2ccccc21,-5,-0.2,-5,0,-7,0,7,-2.0,-5,103
N#Cc1cc2c(nc1SCC(=O)N1CCCCC1)CCCC2,3,0.2,2,-2,-4,-4,.,-2.0,-6,108
Cc1ccccc1N1CC(C(=O)Nc2nnc(SCCC3OCCO3)s2)CC1=O (configuration not stated),-3,-0.1,8,-7,-7,2,-5,-3.6,-16,109
O=C(COc1ccccc1)NC(=S)Nc1ccc2c3c(cccc13)CC2,0,0.2,13,-4,9,3,.,14*,-6,105
O=C(C=Cc1ccco1)c1ccc2ccccc2c1,-2,0.0,2,3,37*,5,-1,0.6,2,95
C=CCOc1ccc(C2C(C(=O)c3ccco3)=C(O)C(=O)N2CCCN(CC)CC)cc1 (configuration not stated),-5,0.0,-4,-4,-8,1,8,-1.8,-4,98
CN(Cc1cn(C)nc1-c1ccccc1F)Cc1nccn1C,11,-0.1,3,-11,1,2,-4,-4.3,9,93
C[C@H](NC(=O)c1cc2c(cn1)[nH]c1ccccc12)C(=O)O,-17,0.1,10,4,-3,0,-4,-1.6,2,92

# Some of the entries above in a different format:
Exocytosis inh,aDG glyco act,MC4R antag cAMP,TLR9-MyD88 block,ABHD5-PLIN5 inh,N-glyco inh,Vif imaging,MC4R barr agon,NOD2-RIPK2 inh,ABCB6 inh MLPCN,structure
-7,0.1,19,0,5,3,-1,-0.2,-16,100,OC(COc1ccc(F)cc1Cl)CN1CCc2ccccc2C1 (configuration not stated)
-1,0.0,-4,11,2,1,-2,-0.2,-8,96,O=C(O)C1C2CCC(C2)C1C(=O)NCCCn1ccnc1 (configuration not stated)
-5,0.1,11,-13,-1,0,-3,-1.2,5,96,CCC1CC(C(=O)Nc2ccccc2)C(=O)O1 (configuration not stated)
-6,-0.2,2,0,0,1,.,-1.0,-2,98,Cc1ccc(-n2nc(C(=O)NN)c(C)c(C#N)c2=O)cc1Cl
1,0.0,2,-2,2,2,-9,-3.1,1,97,Nc1nc(SCc2ccccn2)c2ncn(C3OC(CO)C(O)C3O)c2n1 (configuration not stated)
-7,0.0,11,1,-1,-2,-1,-0.2,-4,98,COc1ccc(C(C)(C)C)cc1NC(=O)CCCn1c(=O)oc2ccccc21
-1,-0.1,-2,-5,-2,1,0,1.3,-7,127,COc1ccc(CC(=O)Nc2ccc(C(C)=O)cc2)cc1
-3,-0.2,2,-4,-3,2,4,-1.5,-9,109,Cn1c(-c2cccc(OCc3ccccc3)c2)nc2c1c(=O)[nH]c(=O)n2Cc1ccccc1
-11,-0.1,1,-5,0,3,11,0.4,2,96,Cc1ccc(-c2nc(N3CCOCC3)sc2C(=O)N2CCOCC2)cc1

# The list continues.
SMILES,Exocytosis inh,aDG glyco act,MC4R antag cAMP,TLR9-MyD88 block,ABHD5-PLIN5 inh,N-glyco inh,Vif imaging,MC4R barr agon,NOD2-RIPK2 inh,ABCB6 inh MLPCN
CC(O)(c1ccc(F)c(F)c1)c1nc(-c2ccc(S(C)(=O)=O)cc2)cs1 (configuration not stated),-18,0.3,-1,.,6,-5,-4,-2.1,4,101
O=C(C1CCCN1S(=O)(=O)c1ccc(Cl)cc1)N1CCN(c2ccccc2)CC1 (configuration not stated),-2,0.2,-2,-11,0,0,-7,-0.6,-14,101
O=C(C[n+]1ccccc1)N/N=C/c1ccccc1Cl,10,-0.2,-3,1,2,2,-5,-3.6,-6,98
CCc1c(C(=O)OC)nnc2cc(C)nn12,-2,-0.2,1,-19,-5,.,.,2.1,8,95
CCC(=O)Nc1ccc(S(=O)(=O)N2CCc3ccccc32)cc1,-12,-0.1,7,7,2,-2,-35,-0.4,-9,95
CC(=O)Nc1ccc(SCC(=O)OCC(=O)NC(=O)NC2CCCC2)cc1,-3,-0.6,27,-6,1,1,-1,-1.0,-10,102
COc1ccccc1CN1C[C@@H]2C[C@@H](c3ccccc3OC)N3CCC[C@@]23C1=O,-1,0.1,5,3,6,0,-10,-0.6,-12,93
COc1ccc(-n2nc(C(=O)Nc3cc(OC)c(OC)c(OC)c3)c3ccccc3c2=O)c(OC)c1,0,-0.5,32*,5,-1,3,-5,0.7,-10,98
COc1ccc(NC(=O)C2CCCN(S(=O)(=O)c3cccc4nonc34)C2)cc1 (configuration not stated),-2,0.0,10,-1,-1,3,-2,0.4,-2,99
Cc1cc[n+](CC(=O)Nc2nc3ccccc3s2)cc1,1,0.0,6,-5,4,0,6,-2.1,0,102
COCCN(Cc1nc(C2(c3ccc(C)cc3)CCCC2)no1)C(C)C,9,-0.2,-5,3,-3,-2,3,1.7,-1,103
C/C=C/c1ccc(OCCOCCNCc2ccccc2)c(OC)c1,70*,1.2,16,-8,-1,-1,-15,2.1,12,103
CC(C)(C)c1cc(-c2n[nH]c(=S)n2-c2ccccc2F)n[nH]1,-3,0.0,5,2,-5,2,0,-1.1,-10,96
CCOc1ccc(NC(=O)CN(C)C(=O)c2cc(-c3cccs3)nn2-c2ccccc2)cc1OCC,6,-0.1,2,6,0,-1,-5,-2.6,-16,96
CN(C)S(=O)(=O)n1cnc([C@@H]2[C@@H]3C(=O)OC[C@@H]3C[C@]23N=CN(Cc2ccccc2)C3=O)c1,4,2.1,-1,-1,3,0,1,0.8,-6,99
O=C(CN1C(=O)NC2(CCCC2)C1=O)Nc1ccc(F)c(F)c1F,-3,0.1,4,0,-3,2,0,-1.9,-3,104
O=C(CSc1nc2c(sc3ccccc32)c(=O)n1-c1ccccc1)NCc1ccco1,-2,-0.3,7,3,12,-5,9,0.1,3,96
Cc1cccc(N(C)C(=O)CCS(=O)(=O)c2cc3c(cc2Cl)NC(=O)CO3)c1,3,-0.2,1,-5,-4,0,.,-0.4,-3,99
CCN(Cc1cc(=O)n2ccsc2n1)c1cccc2ccccc12,-3,0.0,2,4,4,-4,3,-1.9,-5,100
Cc1ccc(NC(=O)c2nc[nH]c2C(=O)N2CCC(C)CC2)cc1,0,-0.2,5,-4,6,2,.,2.2,-1,103
COc1ccc(N2CCN(c3nc4c(c(=O)n(C)c(=O)n4C)n3Cc3ccccc3)CC2)cc1,-1,0.3,8,-5,5,0,-9,-1.7,-1,100
CN(C)CCNC(=O)Cn1nc(C(F)F)cc1C1CC1,-4,-0.4,0,3,-3,1,-6,1.7,1,102
c1coc(-c2nnc3sc(-c4cccs4)nn23)c1,-8,-0.2,2,-1,2,0,-20,-0.8,-14,101
O=C(NC1CCCCC1)c1ccccc1C(F)(F)F,-4,0.2,19,-6,2,1,-3,-2.5,4,101
O=C1/C(=C\c2ccco2)CCC/C1=C\c1ccco1,-1,0.0,5,-1,49*,1,-5,2.3,0,107
CCn1c(SCC(=O)N(C)CC(=O)Nc2ccc(OC)cc2)nnc1-c1ccco1,0,0.1,13,0,7,0,1,-4.4,-2,99
COc1ccc(-n2nc3ccc(NS(C)(=O)=O)cc3n2)cc1Cl,2,0.2,7,0,3,3,0,3.3,10,99
Cc1ccc2nc(-c3ccccc3Cl)cc(C(=O)Nc3cc(C)on3)c2c1,0,0.3,2,-1,-3,-1,0,-1.0,-1,86
CC(C)Oc1ccc(CN2CCC(n3nccc3NC(=O)CCc3ccccc3)CC2)cc1,5,0.9,2,-8,-3,-3,-5,-4.1,-1,102

# Compound activity from PubChem BioAssay.
